Assay outcomes as filed in PubChem.
NADH coupling: inhibitors of PK/LDH coupling enzymes, profiling panel, artefact control, biochemical, MLSMR library; coupled PK/LDH NADH assays, four targets; IC50, µM (doses to about 10 µM), inactives show at the top dose inhibition; actives 0.02% (n = 65,000); AID 774, 2007;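 active = single-dose screening hits from any of four coupled enzyme assays that gave an IC50 when retested across doses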;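 also: the DPM-DC format reads NADH fluorescence rather than 340 nm absorbance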
SF-1 act: activators of human SF-1, primary screen, cell-based, CHO-K1, Gal4-SF-1 LBD, luciferase luminescence; AID 522, 2006; activation, % at 10 µM; actives 1.9% (n = 65,000); Steroidogenic factor 1 (Homo sapiens), Q13285; CHO-K1 Gal4-SF-1 LBD luciferase reporter; % increase over DMSO SF-1-specific signal;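 active = activation above the mean activation of all tested compounds plus 3 SD, cut at about 50% in these data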
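Test system: CHO-K1 cells co-transfected with Gal4 DBD–human SF-1 LBD, 5xGal4 luciferase reporter. Quantity: 4,000 cells per well. Compound: 10 µM only. Incubation: compound added 1 h post-seeding, 20 h exposure at 37 °C, 5% CO2. Detection: SteadyLite luciferase luminescence. Replication: one test per compound.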
5HT1a ag: human 5-HT1a receptor agonists, primary screen, cell-based, CHO, Ga15 NFAT-bla reporter. actives 0.56% (n = 65,000). 5-hydroxytryptamine receptor 1A (Homo sapiens), P08908. activation, % at 10 µM. AID 567, 2006. CHO 5-HT1a Ga15 NFAT-bla reporter, FRET ratio; 0% basal, 100% maximal reference agonist;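 active = activation above the screen-wide mean activation plus 3 SD, cut at about 19% in these data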;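 also: 0% = DMSO wells and 100% = 5-CT at EC100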
MMP13 inh: human MMP13 inhibitors, primary screen, biochemical, FRET peptide cleavage; MMP-13 fTHP FRET cleavage, Mca fluorescence; Collagenase 3 (Homo sapiens), P45452; actives 0.07% (n = 65,000); inhibition, % at 4 µM; AID 570, 2006;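 active = inhibition above the mean of compound-free control plate wells plus 3 SD, cut at about 14% in these data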;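 also: 0% = DMSO wells and 100% = wells with reference MMP-13 inhibitor after basal subtraction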
5HT1a antag: human 5-HT1a receptor antagonists, primary screen, cell-based, CHO, Ga15 NFAT-bla reporter | 5-hydroxytryptamine receptor 1A (Homo sapiens), P08908 | CHO 5-HT1a Ga15 NFAT-bla reporter, antagonist mode | inhibition, % at 10 µM | actives 0.68% (n = 62,000) | AID 612, 2007;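 active = inhibition above the mean of all tested compounds plus 3 SD, cut at about 43% in these data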;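 also: receptor stimulated by 5-CT agonist at 100 nM near EC80; beta-lactamase reporter measured by ratiometric fluorescence of a cleavable substrate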
RORA act: activators of orphan receptor RORA, primary screen, cell-based, luminescence; Nuclear receptor ROR-alpha (Homo sapiens), P35398; CHO-K1 Gal4-RORA LBD luciferase reporter; percent increase over mock-subtracted basal signal; activation, % at 10 µM; actives 1.5% (n = 65,000);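 active = activation above the mean of all tested compounds plus 3 SD, cut at about 49% in these data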;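 also: 0% = DMSO-treated RORA cells and 100% = added signal equal to DMSO minus mock-transfected cells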
Target sequence (P35398 whole entry, looked up, the tested form may be a part): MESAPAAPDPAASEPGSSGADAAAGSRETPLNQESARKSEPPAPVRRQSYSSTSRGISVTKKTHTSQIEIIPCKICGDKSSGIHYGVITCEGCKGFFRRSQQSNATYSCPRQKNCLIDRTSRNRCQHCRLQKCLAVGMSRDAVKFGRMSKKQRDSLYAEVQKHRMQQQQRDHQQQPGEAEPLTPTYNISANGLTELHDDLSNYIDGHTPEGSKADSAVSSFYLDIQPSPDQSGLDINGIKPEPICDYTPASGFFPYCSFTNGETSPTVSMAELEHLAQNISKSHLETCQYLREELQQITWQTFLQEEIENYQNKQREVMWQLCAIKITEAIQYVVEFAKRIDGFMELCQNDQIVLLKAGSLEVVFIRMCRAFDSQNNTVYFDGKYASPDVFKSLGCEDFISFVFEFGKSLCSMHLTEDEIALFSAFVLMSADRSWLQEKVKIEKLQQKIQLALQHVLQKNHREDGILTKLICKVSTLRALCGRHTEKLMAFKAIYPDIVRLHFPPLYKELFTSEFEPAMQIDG
5HT1E antag: 5-HT1E receptor antagonists, primary screen, cell-based, HTS; 5-hydroxytryptamine receptor 1E (Homo sapiens), P28566; CHO 5-HT1E Ga15 NFAT-bla reporter, FRET, antagonist; inhibition, % at 6 µM; actives 0.99% (n = 65,000); AID 571, 2007;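 active = inhibition above a set limit, the mean inhibition across every tested compound plus 3 SD, cut at about 29% in these data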;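 also: signal is the 460 over 535 nm emission ratio of beta-lactamase substrate; 0% = agonist plus DMSO wells and 100% = wells without agonist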
Target sequence (P28566 whole entry, looked up): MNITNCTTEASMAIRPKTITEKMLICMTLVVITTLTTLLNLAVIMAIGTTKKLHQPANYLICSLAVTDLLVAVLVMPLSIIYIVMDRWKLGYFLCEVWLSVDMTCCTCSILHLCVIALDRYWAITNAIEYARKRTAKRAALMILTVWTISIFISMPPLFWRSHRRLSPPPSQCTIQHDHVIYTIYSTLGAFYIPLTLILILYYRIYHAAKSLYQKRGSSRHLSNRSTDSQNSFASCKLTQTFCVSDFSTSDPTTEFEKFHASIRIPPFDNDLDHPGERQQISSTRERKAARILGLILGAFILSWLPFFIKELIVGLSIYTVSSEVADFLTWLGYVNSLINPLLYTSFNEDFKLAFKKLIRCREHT
5HT1E ag: 5-HT1E receptor agonists, primary screen, cell-based, HTS. CHO 5-HT1E Ga15 NFAT-bla reporter, FRET; 0% DMSO wells, 100% control agonist wells. activation, % at 6 µM. actives 0.69% (n = 65,000);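 active = activation above a set limit, the screen-wide mean activation plus 3 SD, cut at about 8.5% in these data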;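 also: 100% = positive control agonist at 1 µM giving full maximal response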
tolC growth inh: growth inhibitors of E. coli tolC mutant, primary screen, strain BW25113 ΔtolC::kan, 384-well. OD615. growth inhibition, % at 10 µM (by protocol). actives 2.2% (n = 65,000);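 active = growth inhibition at or above a cutoff equal to the mean over every tested compound plus 3 SD, cut at about 60% in these data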;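 also: growth measured after 20 h incubation at 37 °C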
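Signal: optical density read at 615 nm; Assay system: E. coli ΔtolC::kan strain BW25113; Times: 20 h incubation with compound, 37 °C; Dosing: 10 µM final, single dose.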
An asterisk follows results filed as active; . = not tested or not shown; [ ] = remark or other dose.

SMILES	NADH coupling	SF-1 act	5HT1a ag	MMP13 inh	5HT1a antag	RORA act	5HT1E antag	5HT1E ag	tolC growth inh
CCOC(=O)c1[nH]c(CSc2nnnn2-c2ccccc2C)c(C(=O)OCC)c1C	9.0%	-11.5	0.0	-3.4	3.3	-4.7	5.3	0.5	-3.3
CCc1ccc(-c2cn3nc(C)c(C)nc3n2)cc1	4.0%[fluoresces]	-81.1	7.1	-140.5[fluorescence artefact?]	.	-85.6	-2.2	1.7	13.7
C=CCn1c(=O)/c(=C/c2ccc(Cl)cc2)s/c1=C(/C#N)c1nnc2n1CCCCC2	11.0%	-9.2	-4.6	1.8	-25.4	18.4	-15.3	0.5	13.3
CC1(C)CC2CC(C)(CN2C(=O)COC(=O)c2ccc(Cl)cc2N)C1 (centres undefined)	9.0%[fluoresces]	4.7	-4.0	-15.7	4.2	-4.2	-6.7	0.7	14.6
O=C1CC(N2CCCN(C3CC(=O)N(c4ccc(F)cc4)C3=O)CC2)C(=O)N1c1ccc(F)cc1 (centres undefined)	3.0%	-0.6	0.5	-0.1	-0.8	-0.7	-0.9	2.6	-14.1
CNc1nn(-c2cccc(Cl)c2)nc1N	5.0%	26.2	-2.8	-0.4	10.3	14.9	2.6	-0.8	-6.0
O=C(C/C(=N/O)c1ccccc1O)C(F)F	4.0%	5.2	-1.8	-2.8	.	-13.5	-11.9	0.0	13.0
COc1ccccc1Oc1coc2c(CN3CCN(C)CC3)c(O)ccc2c1=O	3.0%[fluoresces]	-1.6	1.6	-71.0[fluorescence artefact?]	-2.3	-6.5	-4.7	0.7	-23.2
CCOc1ccccc1N1CCN(CC(O)COc2ccc3c(C)cc(=O)oc3c2)CC1 (centres undefined)	6.0%	-11.4	5.3	-21.5	89.1*	1.3	5.6	-0.1	-2.4
O=C(NCN1CCCCC1)c1cnccn1	3.0%	-10.1	-2.0	2.6	-7.3	-29.1	-5.8	-0.4	-16.9
CCOC(=O)c1nn(-c2c(C)n(C)n(-c3ccccc3)c2=O)cc1O	4.0%	-6.0	-4.3	1.2	-1.5	0.1	-5.5	-0.8	-18.4
CC1(C)N=C2C(=[N+]1[O-])CCC/C2=N\O	2.0%	13.8	-0.2	1.9	-0.5	-3.0	8.7	-1.6	-16.5
Cc1cc(C)cc(NS(=O)(=O)c2ccc3[nH]c(=O)[nH]c3c2)c1	3.0%	0.7	-7.0	5.2	10.0	-3.5	-4.6	1.6	2.9
COC(=O)COc1ccc(C(=O)OC)cc1	2.0%	-0.1	-0.1	2.1	11.6	-9.7	-7.5	0.5	-3.2
O=C(NCCN1CCOCC1)c1cc2sccc2n1Cc1ccc(F)cc1	6.0%	11.5	-1.2	-2.8	5.2	-0.7	6.0	0.7	1.6
COc1ccc(C2=[N+]([O-])C(C)(C)N(O)C2(C)C)cc1	4.0%	2.7	1.3	6.5	-3.2	8.3	-5.5	-1.2	-4.2
CC(C)(C)C(=O)Nc1ccccc1N1CCN(C(=O)c2ccc(Cl)cc2)CC1	5.0%	20.3	0.5	7.9	-10.8	-16.0	0.1	0.8	18.0
C=CCNc1nc2c(c(=O)n(C)c(=O)n2C)n1CC	3.0%	7.4	-0.9	-9.2	-9.9	11.4	10.2	0.7	-4.0
CCC(C)NC(=O)Cn1cc2c(n1)CCC(C)C2 (centres undefined)	8.0%	12.6	0.6	4.2	-3.1	13.9	-5.8	0.2	-3.7
CN(C)Cc1c(C#N)c2ccccc2n1C	5.0%	-11.9	-2.2	0.2	-6.9	-0.4	1.1	-0.5	-6.8
CCCc1nnc(NC(=O)CN2C(=O)C3C4C=CC(C4)C3C2=O)s1 (centres undefined)	2.0%	17.9	-4.8	2.7	0.4	15.9	-1.2	-0.8	6.0
Cn1c(=NC(=O)C2CC2)sc2cccc(F)c21	10.0%	8.1	0.2	10.5	-3.5	1.4	-4.1	0.1	8.3
CC(C)(C)NC(=O)NC(=O)Cn1cc(C(F)(F)F)ccc1=O	0.0%	-3.5	-0.7	0.1	4.1	3.6	-3.0	-1.2	-16.0
CCc1nc(SCC(=O)NCc2ccco2)c2c(=O)n(C)c(=O)n(C)c2n1	2.0%	5.5	-2.0	3.5	-4.0	-9.7	1.9	1.1	-4.8
Cc1ccc(-c2[nH]n3c(=O)c4c(nc3c2C)CCCC4)cc1	12.0%	35.6	-0.1	-21.3	22.9	35.8	0.4	0.1	12.0
COc1cc(NC(=O)CSc2nc3ccccc3c(=O)n2C)ccc1NC(=O)c1ccco1	16.0%	-24.3	0.2	2.2	-9.5	-12.6	-4.1	0.8	-22.5
O=C(NCCCN1CCCC1=O)c1cccc(C(F)(F)F)c1	4.0%	8.2	2.2	0.1	-0.5	2.5	-8.7	0.7	-3.2
Cc1ccc(C)c(Nc2ncnc3nc[nH]c23)c1	4.0%	2.7	-0.1	-3.2	8.7	5.1	-3.7	0.1	-6.1
CC(=O)c1ccc(NC(=O)c2ccc(S(=O)(=O)N3CCCC3)cc2)cc1	8.0%	3.4	1.3	2.7	3.0	-4.3	4.9	-1.6	-12.7
CCN(CC)S(=O)(=O)c1ccc(NC(=O)CN(c2cccc(F)c2)S(C)(=O)=O)cc1	3.0%	-10.8	1.7	2.7	-8.8	-10.0	-6.8	0.7	26.9
CCOC(=O)CSc1nc2ccccc2c(=O)n1Cc1ccco1	14.0%	-3.4	-0.5	-1.2	0.9	-3.7	11.6	0.4	10.2
Cc1nc(CCNS(=O)(=O)c2cccs2)cs1	2.0%	6.1	-1.3	-0.4	-6.6	11.7	-3.1	-0.3	-20.5
Cc1ccc(-n2nc3c([n+]2[O-])CCc2c-3no[n+]2[O-])cc1	8.0%	-43.0	-4.7	-0.6	72.8*	-22.0	74.4*	-1.6	-7.2
Cc1cc(NC(=O)CSc2nc3c(c(=O)n2-c2ccccc2)SC(C)C3)no1 (centres undefined)	10.0%	-23.8	-0.9	4.6	-5.4	11.0	18.1	0.8	-3.4
O=C1COc2ccc(-c3csc(NCC4CCCO4)n3)cc2N1 (centres undefined)	8.0%	13.9	-3.5	-1.4	-3.4	6.3	-0.6	0.2	4.1
CCCOCC1CC2(SC(=Nc3ccc(C)cc3)NC2=O)C(=O)O1 (centres undefined)	0.0%	7.9	-0.5	-1.5	-3.1	-12.2	-9.3	-0.3	0.6
O=c1c2cnn(-c3ccccc3)c2ncn1/N=C/c1ccncc1	2.0%	-2.9	-1.0	-1.8	7.3	-1.6	6.2	-0.8	-7.7
Cc1cc(C)c(C(=O)CC2(O)C(=O)Nc3ccccc32)cc1C (centres undefined)	6.0%	1.0	0.7	3.7	-1.1	6.5	-0.5	-0.5	-12.7
COc1ccc(CCNc2oc(Cc3cccc4ccccc34)nc2C#N)cc1OC	1.0%	-14.5	0.8	-4.3	26.9	3.1	20.0	0.4	59.8
CC(=O)c1cc(Cc2csc(C(C)=O)c2)cs1	6.0%	-4.5	-0.1	5.0	15.7	-16.0	-2.1	0.3	-0.6
CCc1cccc(NS(=O)(=O)c2c(C)n[nH]c2C)c1	3.0%	-15.9	-0.6	1.2	-2.5	-15.4	-8.6	0.3	-3.7
Cc1ccccc1CN1C(=O)C(O)(CC(=O)c2ccncc2)c2ccccc21 (centres undefined)	8.0%	-0.3	0.2	-1.1	10.2	-3.7	1.6	0.9	19.1
COc1ccc(OC)c(NC(=O)CCN2CCCCC2)c1	3.0%	12.2	-0.6	4.7	-13.2	30.6	-0.5	-0.3	-18.2
Cc1cc2ncn(C(=O)c3c(-c4ccccc4)noc3C)c2cc1C	2.0%	5.4	-1.3	-1.1	0.3	-8.3	2.3	-0.1	15.7
CC(=Nc1ccccc1)Nc1ccccc1	2.0%	-10.2	-1.0	1.0	-0.6	39.0	-8.4	0.0	-20.0
CCc1c(C)nc2ncnn2c1N1CCC(C(=O)NCc2ccc3c(c2)OCO3)CC1	8.0%	5.0	1.3	-8.0	-4.7	-14.9	2.1	0.2	-3.6
CCCc1nnc(NC(=O)c2c(O)c3cccc4c3n(c2=O)CCC4)s1	10.0%	-0.1	-1.1	1.4	-1.4	4.5	12.8	-1.5	9.5
Cc1ccc2c(CN3C(=O)NC4(CCCCC4)C3=O)cc(=O)oc2c1C	7.0%	5.8	-1.0	-1.4	-10.4	20.9	3.5	1.2	29.0
Cc1ccc(-c2nnc(N3CCN(C(=O)CN4C(=O)c5ccccc5C4=O)CC3)c3ccccc23)cc1	2.0%	12.6	1.9	2.6	-15.1	2.5	-2.1	0.5	-2.8
Cc1cc(C)nc(NC(=O)c2cccc(Cl)c2)n1	0.0%	-8.9	-3.0	-1.5	7.8	-12.8	-8.6	-0.3	-15.8

(listing goes on)
SMILES	NADH coupling	SF-1 act	5HT1a ag	MMP13 inh	5HT1a antag	RORA act	5HT1E antag	5HT1E ag	tolC growth inh
CC1(Cc2cn(CCC#N)c3ccccc23)OCCO1	7.0%	9.0	-3.1	-2.1	6.1	25.4	-6.1	-0.3	-11.3
CCOc1cc(S(=O)(=O)NCc2ccc3c(c2)OCO3)c(C)cc1C	2.0%	-7.5	-2.5	1.7	13.3	8.2	13.5	-0.7	33.5
COc1ccc(C(c2nnnn2CCc2ccccc2)N2CCN(C3CCCC3)CC2)cc1OC (centres undefined)	6.0%	7.2	1.1	-1.4	6.6	-21.5	-0.1	-0.8	-10.8
CCOc1cc(CNc2ccc3[nH]c(=O)[nH]c3c2)ccc1OCC(=O)NC(C)(C)C	7.0%[fluoresces]	25.9	-0.1	-66.1	-6.9	-8.7	2.4	-0.5	-3.5
CNC(=O)C1CC(=O)N(c2ccc(C)cc2)C1 (centres undefined)	8.0%	-18.3	-2.3	1.7	-5.3	-4.4	-6.8	-1.4	8.5
COCCn1c(N)c(S(=O)(=O)c2cccs2)c2nc3ccccc3nc21	10.0%[fluoresces]	3.1	0.4	-465.6[fluorescence artefact?]	-3.2	-34.8	13.1	0.8	-2.4

Shown as a hit in 5HT1a antag, among the entries above:
Compound	NADH coupling	5HT1a ag	MMP13 inh	5HT1a antag	5HT1E antag	5HT1E ag
CCOc1ccccc1N1CCN(CC(O)COc2ccc3c(C)cc(=O)oc3c2)CC1 (centres undefined)	6.0%	5.3	-21.5	89.1*	5.6	-0.1
Cc1ccc(-n2nc3c([n+]2[O-])CCc2c-3no[n+]2[O-])cc1	8.0%	-4.7	-0.6	72.8*	74.4*	-1.6
